hcGAS inh – inhibitors of human cGAS; Q8N884; recombinant h-cGAS, ATP depletion, Kinase-Glo luminescence; inhibition, % at 12.5 µM; 0.081% of 290,000 active; AID 1259398;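 note: 0% = vehicle reaction and 100% = reaction without DNA for no activity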
Target sequence (Q8N884 whole entry, looked up): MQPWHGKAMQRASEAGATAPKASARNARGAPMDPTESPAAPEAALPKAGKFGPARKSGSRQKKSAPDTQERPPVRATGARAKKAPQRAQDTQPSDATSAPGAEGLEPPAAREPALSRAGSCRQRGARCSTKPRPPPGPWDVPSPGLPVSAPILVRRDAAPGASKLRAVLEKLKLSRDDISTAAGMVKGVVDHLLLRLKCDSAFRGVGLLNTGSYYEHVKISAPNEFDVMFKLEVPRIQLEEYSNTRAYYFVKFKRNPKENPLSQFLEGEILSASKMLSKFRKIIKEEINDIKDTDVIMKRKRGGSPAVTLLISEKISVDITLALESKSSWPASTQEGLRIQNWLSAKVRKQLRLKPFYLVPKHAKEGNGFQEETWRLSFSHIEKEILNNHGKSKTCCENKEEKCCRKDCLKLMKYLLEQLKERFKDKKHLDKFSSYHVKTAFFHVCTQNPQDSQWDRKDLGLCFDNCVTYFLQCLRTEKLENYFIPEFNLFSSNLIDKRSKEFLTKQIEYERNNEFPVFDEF
NPYLR7 ag – activates Aedes aegypti NPYLR7 receptor; HEK293T NPYLR7/Galpha15, GCaMP6s calcium fluorescence; activation, % at 10 µM; 0.15% of 270,000 active; AID 1259423; in the data active = activation above about 40%;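 note: 0% = vehicle and 100% = reference agonist at the receptor; some compounds past the cut are filed as inactive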
mcGAS inh – blocks mouse cGAS activity; inhibition, % at 12.5 µM; Q8C6L5; 0.15% of 160,000 active; recombinant cGAS, Kinase-Glo ATP depletion luminescence;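 note: 0% = negative control wells and 100% = reference inhibitor with no enzyme activity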
Active calls of the source: *; nt = not tested or not shown; & = joins results of further samples. Cut-off read from the data, not from the text of the source, unless noted: active = inhibition above about 40%; inactive = the rest.

#1 CSc1ccccc1NC(=O)c1nn2c(C(F)(F)F)cc(-c3ccccc3)nc2c1Cl
#2 Cc1ccc(NC(=O)COc2cc(=O)n3ccccc3n2)cc1F
#3 COCCCN(CC(=O)N1CCc2sccc2C1c1ccc(Cl)cc1)C(=O)C1C[C@H]1c1ccccc1 (stereo not given in full)
#4 Cc1c(C)c(C=O)c(C)c(C)c1C=O
#5 CC(=O)Cn1c(=O)c2c(nc3n(-c4ccc(C(F)(F)F)cc4)c(C)cn23)n(C)c1=O
#6 COc1cc(/C=C(/Cl)c2nc3cc(C(=O)O)ccc3c(=O)[nH]2)ccc1OCC#N

Compound	1	2	3	4	5	6
hcGAS inh	-4	-8	-9	-2	-8	-2
NPYLR7 ag	5	-6	nt	3	2	8
mcGAS inh	-5	-7	-5	nt	-7	nt

#7 Cc1cc(C(F)(F)F)c(C#N)c(=O)[nH]1
#8 CCc1nc(-c2ccccc2)nc(N2CCN(S(C)(=O)=O)CC2)c1Cc1cccc(Cl)c1
#9 O=C(O)c1cnc(/C=C/c2cnn(-c3ccc(Cl)cc3)c2)s1
#10 Cc1nc(SCC(=O)c2ccc(F)cc2)c2c3c(sc2n1)CCCC3
#11 O=C(CSc1cn(CC(=O)N2CCOCC2)c2ccccc12)NC1CCCCC1
#12 O=S(=O)(c1ccccc1)n1cccc1CN1CCCC1c1ccccn1 (stereo not given)

Compound	7	8	9	10	11	12
hcGAS inh	-4	-5	-5	-7	1	-6
NPYLR7 ag	-1	2	6	-3	0	7
mcGAS inh	nt	-3	-11	-9	-2	-18

#13 CCN(Cc1ccncc1)C(=O)C1CCCN(C(=O)COC)C1 (stereo not given)
#14 CCCn1cc(C(=O)NC(c2cc(C)ccn2)C2CC2)c(C)n1 (stereo not given)
#15 CCN(CC)C(=O)Oc1ccc2c(ccn2Cc2cccc(Oc3ccccc3)c2)c1-c1cc(C)cc(C)c1
#16 CCOC(=O)[C@H](CCc1ccccc1)N[C@H]1CCCN2CCC[C@@H](C(=O)O)N2C1=O
#17 CCOC(=O)c1cc(Cc2ccccc2)sc1NC(=O)c1ccccc1C(F)(F)F
#18 O=C(Nc1ccc(Cl)cc1[N+](=O)[O-])C1=C(O)CCn2c1nc1ccccc12

Compound	13	14	15	16	17	18
hcGAS inh	-6	-6	-2	-7	-6	-2
NPYLR7 ag	4	2	13	-3	6	8
mcGAS inh	nt	nt	-7	-8	-6	nt

#19 CC(NCCc1csc(-c2cccnc2)n1)C(=O)NC1CCCC1 (stereo not given)
#20 COc1ccc(-c2cc(F)c(OC)c(F)c2)cn1
#21 CCOc1ccc(-n2nnc3c(N4CCN(C(=O)CCCl)CC4)ncnc32)cc1
#22 Cc1ccc(OCC(=O)NC2CCS(=O)(=O)C2)cc1C (stereo not given)
#23 C=CCNCC1CC(c2ccc(OC)c(OC)c2)=NO1 (stereo not given)
#24 Cc1cc(C)n(C)c(=O)c1C(=O)N(C)Cc1csc(C(C)C)n1

Compound	19	20	21	22	23	24
hcGAS inh	-3	-4	-7	-7	-2	-1
NPYLR7 ag	14	12	-1	18	0	0
mcGAS inh	-13	-13	-9	nt	-6	nt

#25 CCCc1nn(-c2ccccc2C)c(CC)c1C(=O)N1CCCC1
#26 Cc1ccoc1C(=O)NC(Cn1ccnc1)c1ccccc1 (stereo not given)
#27 COc1ccc(NC(=O)c2cc(-c3cccs3)nc3ccccc23)cc1
#28 Cc1ccc(Cn2c(=O)c3c(nc4n3CC(C)CN4c3ccc(C)c(C)c3)n(C)c2=O)cc1 (stereo not given)
#29 O=C(CCc1ccccc1)N1CCCC(OCc2cccc([N+](=O)[O-])c2)C1 (stereo not given)
#30 Cc1nc(-c2ccccc2)sc1C(=O)N(CC(=O)N(C)C)CC(F)(F)F

Compound	25	26	27	28	29	30
hcGAS inh	-4	4	-3	-6	-3	0
NPYLR7 ag	nt	-1	-3	1	4	0
mcGAS inh	-11	nt	nt	-6	nt	nt

#31 COc1cccc(CNC(=O)N2CCn3nc(C(=O)NC4CC4)cc3C2)c1
#32 COc1ccc(NC(=O)CC2C(=O)N(c3ccccc3)C(=S)N2NC(=O)c2ccccc2)cc1 (stereo not given)
#33 Cc1oc2cc(OCC(=O)c3ccc(F)cc3)ccc2c(=O)c1-c1ccccc1
#34 C=CCn1c(SCC(=O)c2[nH]c(C)c(C(=O)OC)c2C)nc2sc(C)c(C)c2c1=O
#35 O=C(NNC1CC(=O)N(Cc2ccccc2)C1=O)c1ccccc1 (stereo not given)
#36 S=C1NC2(CCCCC2)N=C1c1ccccc1

Compound	31	32	33	34	35	36
hcGAS inh	-5	0	-7	-8	-2	-6
NPYLR7 ag	10	1	-1	-8	2	20
mcGAS inh	-17	nt	-6	nt	nt	nt

An excerpt of these results, with tabs:
#	smiles	hcGAS inh	NPYLR7 ag	mcGAS inh
32	COc1ccc(NC(=O)CC2C(=O)N(c3ccccc3)C(=S)N2NC(=O)c2ccccc2)cc1 (stereo not given)	0	1	nt
33	Cc1oc2cc(OCC(=O)c3ccc(F)cc3)ccc2c(=O)c1-c1ccccc1	-7	-1	-6
34	C=CCn1c(SCC(=O)c2[nH]c(C)c(C(=O)OC)c2C)nc2sc(C)c(C)c2c1=O	-8	-8	nt
35	O=C(NNC1CC(=O)N(Cc2ccccc2)C1=O)c1ccccc1 (stereo not given)	-2	2	nt

Next entries:
#37 CC1CCCN(C(=O)C2CCN(C(=O)Nc3ccccc3)CC2)C1 (stereo not given)
#38 CSc1ccc2nc(N3CCN(C(=O)C4CCCN4S(C)(=O)=O)CC3)sc2c1 (stereo not given)
#39 CCC1CCCN(C(=O)C2(C)CC2(Cl)Cl)C1 (stereo not given)
#40 CN(C)S(=O)(=O)c1ccc2c(c1)CCN2
#41 CC(OC(=O)C1c2ccccc2Oc2ccccc21)C(=O)NCC1CCCCC1 (stereo not given)
#42 COc1cc(C=C(C#N)c2ccccn2)ccc1OCc1csc(C)n1

Compound	37	38	39	40	41	42
hcGAS inh	-12	-3	-9	-6	1	-9
NPYLR7 ag	7	1	6	4	-6	8
mcGAS inh	-7	nt	nt	nt	-8	nt

#43 Cc1ccc(Oc2cc(C#N)c(C#N)cc2N2CCOCC2)cc1C
#44 CCc1nc(C)c(C(=O)NC(C)c2cn3ccsc3n2)o1 (stereo not given)
#45 Cn1c(NCC(C)(C)c2ccccc2)c(C#N)c(=O)n(C)c1=O
#46 COc1cccc(Oc2cnn(C)c(=O)c2Nc2ccc(C(=O)N3CCCC3)cc2)c1
#47 CCCNC(=O)CN(C)CC(=O)c1cc(C)n(Cc2ccccc2)c1C
#48 Cc1cc(C(=O)N2CCCC(C(=O)c3cccc(C(F)(F)F)c3)C2)n[nH]1 (stereo not given)

Compound	43	44	45	46	47	48
hcGAS inh	4	5	1	9	-8	-5
NPYLR7 ag	-2	1	0	4	4	6
mcGAS inh	nt	nt	nt	-4	nt	-10

#49 CC1CC(Nc2ccccc2)c2ccccc2N1 (stereo not given)
#50 CCCC(=O)N1CCC(N2CCC3(CCOCC3)CC2)CC1
#51 CC1=NC2=C(C(=O)CC(c3ccccc3)C2)C(c2cccc3ccccc23)C1C(=O)OC1CCCCC1 (stereo not given)
#52 COCCn1cc(NC(=O)N2c3ccccc3CC2C)c2ccccc21 (stereo not given)
#53 Cc1ccc(C(=O)NCCc2ccccc2)cc1Oc1nc(Cc2ccc(F)cc2)ns1
#54 CCN1CCN(C(=O)c2ccc(CSc3nnc(C)n3-c3ccc(C)cc3)cc2)CC1

Compound	49	50	51	52	53	54
hcGAS inh	2	-9	-3	-15	1	-5
NPYLR7 ag	-10	17	-6	11	26	4
mcGAS inh	nt	nt	-5	nt	-4	-4

#55 CC(C)(C(N)=O)c1ccc(-c2cc(N)nc3[nH]ccc23)cc1
#56 Cn1nc(-c2cccs2)cc1C(=O)NCCc1nc(-c2ccccn2)no1
#57 CCn1c(=O)c2c(nc3n(-c4cc(C)ccc4C)c(C)c(C)n23)n(C)c1=O
#58 CCOC(=O)c1ccc(NC(=O)NC(C(=O)Nc2nnc(-c3cccc(Cl)c3)s2)C(C)CC)cc1 (stereo not given)
#59 Cc1cc(N2CCOCC2)nc(N2CCOCC2)n1
#60 Cc1ccc(-c2cn[nH]c2C2CCCN(C(=O)c3ccco3)C2)cc1 (stereo not given)

Compound	55	56	57	58	59	60
hcGAS inh	-2	2	-2	-6	-5	-1
NPYLR7 ag	-4	-6	8	13	19	-5
mcGAS inh	-12	nt	-4	-3	-6	nt

#61 O=C(C1CCN(c2ccccc2)C1=O)N1CCN(C/C=C/c2ccccc2)CC1 (stereo not given)
#62 O=S(=O)(Nc1cccc(-c2nnnn2C2CC2)c1)c1ccccc1F
#63 CC(=O)OC[C@@]1(O)C[C@@]23CCC4c5ccoc5CC[C@]4(C)C2CC[C@@H]1C3 (stereo not given in full)
#64 Cc1cc(Br)ccc1C(=O)N(C)CCNS(C)(=O)=O
#65 CCC(C)NC(=O)c1cc(-c2ccccc2F)n2nc(C(C)(C)C)cc2n1 (stereo not given)
#66 CCS(=O)(=O)N1CCN(c2nc(C)cc(Nc3ccc(C)cc3)n2)CC1

Compound	61	62	63	64	65	66
hcGAS inh	-8	-8	5	-5	-5	-7
NPYLR7 ag	-3	15	-9	1	-3	6
mcGAS inh	-10	-8	nt	nt	-6	nt

#67 Cc1csc(=O)n1CN(C)Cc1ccc(Cl)s1
#68 CC1=C(c2ccc(C)cc2)S(=O)(=O)N=C1Nc1ccc(Br)cc1F
#69 C[C@@H](C(N)=O)n1cnc(-c2ccccc2)c1-c1cccn1-c1nccs1
#70 O=C(O)c1cc(Oc2ccc([N+](=O)[O-])cc2)cc(Oc2ccc([N+](=O)[O-])cc2)c1
#71 C=CCS(=O)(=O)c1ccc(C)c(NCc2c(Cl)cccc2Cl)c1
#72 Cc1cc(I)ccc1NC(=O)CCN1C(=O)c2cccc([N+](=O)[O-])c2C1=O

Compound	67	68	69	70	71	72
hcGAS inh	-3&5	-7	-6	-3	-6	-2
NPYLR7 ag	2&5	2	12	-10	1	-7
mcGAS inh	nt	nt	nt	nt	-6	-3

#73 COc1cccc(CN2CCn3c(nnc3C(=O)NC(C)C)C2)c1F
#74 O=C(O)c1cccc(S(=O)(=O)N2CCCc3cc(F)cc(F)c32)c1
#75 O=C(Nc1ccc(Oc2cccnc2)cc1)C1CCN(Cc2ccoc2)CC1
#76 COC(=O)c1ccccc1C(=O)N1CC[C@@H](c2ccc(F)cc2)[C@H](O)C1
#77 COC(=O)c1ccccc1C=C1N=C(c2cccc(C)c2)OC1=O
#78 COc1ccc(Nc2nc(Cl)nc(NCc3ccco3)n2)cc1

Compound	73	74	75	76	77	78
hcGAS inh	-5	-2	-2	1	-4	-2
NPYLR7 ag	7	5	7	-4	5	-5
mcGAS inh	nt	nt	nt	nt	-4	-5

#79 N#C/C(=C\c1ccc(Br)c([N+](=O)[O-])c1)c1nn(CCO)c(N)c1C#N
#80 COc1cc(-c2nc3ccc(Br)cc3c(=O)n2Cc2ccccc2)cc(OC)c1OC
#81 Cc1ccc(-c2ccc3c(c2)N(CCN2CCOCC2)C(=O)COC3)cc1C
#82 CCCc1nnc2c(C(=O)N(C)C(c3ccccc3)c3ccccc3)cccn12
#83 CCOC(=O)CCC(=O)OCC(=O)NC(C)C1CC2CCC1C2 (stereo not given)

Compound	79	80	81	82	83
hcGAS inh	-3	-3	4	-9	-3
NPYLR7 ag	-1	3	3	-3	3
mcGAS inh	nt	2	nt	-4	nt

5 entries out of the list, ordered by molecular weight, lowest first.
#77 COC(=O)c1ccccc1C=C1N=C(c2cccc(C)c2)OC1=O
#83 CCOC(=O)CCC(=O)OCC(=O)NC(C)C1CC2CCC1C2 (stereo not given)
#78 COc1ccc(Nc2nc(Cl)nc(NCc3ccco3)n2)cc1
#81 Cc1ccc(-c2ccc3c(c2)N(CCN2CCOCC2)C(=O)COC3)cc1C
#80 COc1cc(-c2nc3ccc(Br)cc3c(=O)n2Cc2ccccc2)cc(OC)c1OC

Compound	77	83	78	81	80
hcGAS inh	-4	-3	-2	4	-3
NPYLR7 ag	5	3	-5	3	3
mcGAS inh	-4	nt	-5	nt	2

Individual results from the list.
In NPYLR7 ag, entry 70 is listed with -10
In mcGAS inh, entry 55 is listed with -12
In mcGAS inh, entry 77 is listed with -4
In NPYLR7 ag, entry 21 is listed with -1
In hcGAS inh, entry 32 is listed with 0
In hcGAS inh, entry 10 is listed with -7
